Screens as filed in PubChem BioAssay.
MITF TRPM1 inh = inhibitors of MITF-dependent TRPM1 promoter reporter, primary screen, cell-based, SK-MEL-5, single point, luciferase | SK-MEL-5 TRPM1 promoter luciferase, 24 h | inhibition, % at 12.5 µM | 0.83% of 330,000 active | AID 488899, 2010;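 active = mean inhibition across replicates of 60% or more, whatever share of single replicates reaches that level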; also: values of inactives mirror those of a sister screen read the other way
KKLEB tox = cytotoxicity in KKLEB CF airway cells, primary screen, cytotoxicity control for CF NF-kB inhibitor project, cell-based, uHTS, fluorescence assay plates; KKLEB CF airway cells viability, ATPlite luminescence, overnight; stronger effect = lower value; cells stimulated with P. aeruginosa culture filtrate; activity change (cytotoxicity), % at 5 µM; 0.36% of 360,000 active; AID 602141, 2011;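 active = corrected activity change at or below -50% at 5 µM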
CF NFkB block = inhibitors of PAF-induced NF-kB signaling, primary screen, cell-based, GFP fluorescence, uHTS. KKLEB NF-kB-GFP reporter, GFP fluorescence overnight. inhibition, % at 5 µM. 0.86% of 360,000 active;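 active = at least 50% inhibition at 5 µM, scaled per plate between neutral and stimulator controls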;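 also: PAF is a Pseudomonas aeruginosa culture filtrate used as stimulus; plate controls were PAF-stimulated DMSO wells for no effect and unstimulated DMSO wells for full effect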
EBV LMP1 NFkB = EBV LMP1-driven NF-kappaB luciferase reporter inhibitors, primary screen, cell-based, luminescence, single point | LMP1-induced NF-kappaB luciferase reporter cells | inhibition, % at 12.5 µM | 0.69% of 350,000 active | AID 504558, 2011; in the data active = inhibition above about 41%;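 also: 0% = neutral control wells and 100% = reference inhibitor control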
Shn3 3UTR inh = reduction of Shn3 3'UTR firefly luciferase signal, primary screen, Schnurri-3 inhibitor project, cell-based, Clone20 osteoblasts, set 2; inhibition, % at 12.5 µM; Clone20 osteoblast Shn3 3'UTR firefly luciferase, 24 h; 0.52% of 360,000 active;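 active = mean inhibition of at least 75% with every replicate also reaching 75%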;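 also: 0% = median of neutral control wells and 100% = pilot-screen positive control compound; some compounds past the cut are filed as inactive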
NR2E3 ag-1 = NR2E3 agonists in two-hybrid cells, primary screen, cell-based, luminescence, CHO-S, Gal4-NCOR/VP16-NR2E3 | Photoreceptor-specific nuclear receptor (Homo sapiens), Q9Y5X4 | luciferase | inhibition of corepressor binding, % at 3.98 µM | 0.35% of 360,000 active | AID 602229, 2012;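 active = inhibition above the mean of all tested compounds plus 3 SD, cut at about 70% in these data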;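 also: 0% = DMSO with NR2E3 transfected cells and 100% = cells lacking NR2E3 construct; higher means lower luciferase signal from less NR2E3 corepressor binding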
Target sequence (Q9Y5X4 whole entry, looked up, the tested form may be a part): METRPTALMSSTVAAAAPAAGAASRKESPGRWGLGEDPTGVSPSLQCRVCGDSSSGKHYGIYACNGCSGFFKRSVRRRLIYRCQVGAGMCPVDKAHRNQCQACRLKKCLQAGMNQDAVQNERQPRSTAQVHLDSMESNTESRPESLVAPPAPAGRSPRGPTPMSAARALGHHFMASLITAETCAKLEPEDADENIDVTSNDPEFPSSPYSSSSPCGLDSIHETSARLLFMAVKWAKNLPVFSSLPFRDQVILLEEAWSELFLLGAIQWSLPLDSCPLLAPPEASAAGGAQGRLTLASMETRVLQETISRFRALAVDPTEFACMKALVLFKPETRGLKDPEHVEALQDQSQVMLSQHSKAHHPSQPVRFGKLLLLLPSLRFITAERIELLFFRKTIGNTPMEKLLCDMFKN
hiPSC survival = enhancers of single-cell hiPSC survival, primary screen, ATPlite luminescence; survival enhancement, % at 20 µM; AID 602274, 2012; 0.044% of 360,000 active; 100% = ROCK inhibitor wells, 0% = DMSO; in the data active = survival enhancement above about 18%;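 also: cells exposed to compounds for 16 hours before the ATP read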
HIF-2a inh = HIF-2a reporter inhibitors, primary screen, luminescence, 786-0 RCC cells; 786-0 RCC cells HIF-2a reporter, luciferase luminescence, overnight; 0.72% of 360,000 active; inhibition, % at 18.8 µM;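 active = inhibition of the luminescence signal of 40% or more relative to plate controls, in a single-dose primary screen at 18.75 µM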
NR2E3 ag-2 = inhibitors of NR2E3-RetCOR corepressor binding, primary screen, NR2E3 agonist project, biochemical, TR-FRET, GST-NR2E3, biotin-RetCOR | 1536-well | Photoreceptor-specific nuclear receptor (Homo sapiens), Q9Y5X4 | inhibition of corepressor binding, % at 4.78 µM | AID 2300, 2010 | 0.12% of 320,000 active;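 active = percent inhibition above the cutoff of mean plus 3 SD of all tested compounds, set per screening campaign, cut at about 20% in these data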;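 also: 0% = DMSO wells and 100% = biotin wells as full block of FRET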
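System: GST-tagged NR2E3 plus biotinylated RetCOR corepressor; Buffer or medium: pH 7.5 Tris-based buffer; Probe or stimulus: RetCOR corepressor, biotinylated, 7 nM; Doses: compound at 4.8 µM, single dose; Schedule: 5 h incubation at 4 °C; Technique: time-resolved FRET; Evaluation: percent inhibition of TR-FRET ratio; Replication: one well per compound, singlicate testing.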
TRAIL sens C8 = viability loss with TRAIL in NB7+C8 cells, primary screen, TRAIL sensitizer project, cell-based, ATPlite luminescence. AID 624354, 2012. inhibition (viability loss, TRAIL sensitization), % at 10 µM. 1% of 360,000 active;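 active = compounds causing at least 50% loss of cell viability in the single-dose screen, relative to plate controls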
Peg3 promoter = Peg3 promoter-driven luciferase inhibitors, primary screen, cell-based, HeLa, luciferase luminescence | HeLa PEG-Prom luciferase reporter, overnight | inhibition, % at 20 µM | 1.7% of 360,000 active | AID 588405, 2011;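 active = inhibition of at least 50% at 20 µM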
The depositor's hits bear a star; x = not tested or not shown. This is a subset; rates above refer to the full screens.

SMILES	MITF TRPM1 inh	KKLEB tox	CF NFkB block	EBV LMP1 NFkB	Shn3 3UTR inh	NR2E3 ag-1	hiPSC survival	HIF-2a inh	NR2E3 ag-2	TRAIL sens C8	Peg3 promoter
Cc1ccc(NC(=O)COC(=O)c2cccc3c2C(=O)c2ccccc2C3=O)c(C)c1	30	3	-56	13	14	10	0.5	-20	-1	0	32
C[C@]12c3[nH]c4ccc(Cl)cc4c3CCN1C(=O)[C@@H](CC(=O)NCc1ccco1)C[C@@H]2C(=O)N1CCCCC1	19	-14	3	12	2	-26	0.0	3	x	7	13
NC(=O)COC(=O)c1cc(S(=O)(=O)N2CCN(c3ccccc3)CC2)ccc1Cl	11	5	6	8	-2	-12	2.2	3	1	-6	-1
Nc1nc(COC(=O)C2CC(=O)N(Cc3ccccc3Cl)C2)nc(Nc2ccccc2)n1 (stereo unspecified)	1	9	-14	1	8	10	-0.2	-24	0	-2	6
CC(C)(C)NC(=O)C1(C)CCC(=O)N1C1CCN(Cc2ccccc2)CC1 (stereo unspecified)	x	4	-14	x	-9	-11	-0.2	3	x	6	4
COc1ccccc1NC(=S)NCc1ccccn1	-7	-1	-14	-2	-19	-16	-1.7	-47	-2	3	-22
Cc1ccc(-c2noc(=O)n2CC(=O)c2ccc(Cl)cc2)cc1	-3	4	19	-6	-12	1	-0.4	-37	2	4	-47
O=C(O)CC1(CC(=O)Nc2ccc(C(F)(F)F)cc2)CCCC1	-2	6	-16	5	-52	-31	0.4	10	-1	-2	-3
O=C(/C=C/c1ccc(OC(F)F)cc1)Nc1cccc(S(=O)(=O)NC2=NCCCCC2)c1	-10	11	-3	7	11	-2	-0.5	-148	5	57*	-53
Fc1ccc(Nc2nnc(C(F)(F)F)s2)cc1Cl	15	-27	37	16	x	-7	-0.2	-66	5	9	29
COc1cc(/C=c2\sc3n(c2=O)C(c2ccccc2)C(c2ccccc2)=NN=3)ccc1O (stereo unspecified)	-3	12	-16	-10	12	-24	-0.5	4	4	2	12
Cc1ccc(NC(=O)NNC(=O)c2snnc2C)cc1	-15	-11	2	-4	-28	-15	-0.2	-32	0	-8	-14
CSc1ccccc1NC(=O)C1(C)CCN1C(=O)Cc1ccccc1Cl (stereo unspecified)	x	-2	-1	x	6	3	-1.6	4	x	-10	4
O=C(NCc1ccccn1)c1cccc(NS(=O)(=O)c2ccccc2F)c1	9	5	-3	3	-6	10	0.4	8	0	-1	-12
COc1ccc(OCCCC(=O)NCC(C)C)cc1	9	5	12	-2	-5	-15	-0.1	17	-4	7	18

A stretch of the results above, as a working copy:
SMILES	MITF TRPM1 inh	KKLEB tox	CF NFkB block	EBV LMP1 NFkB	Shn3 3UTR inh	NR2E3 ag-1	hiPSC survival	HIF-2a inh	NR2E3 ag-2	TRAIL sens C8	Peg3 promoter
Cc1ccc(NC(=O)COC(=O)c2cccc3c2C(=O)c2ccccc2C3=O)c(C)c1	30	3	-56	13	14	10	0.5	-20	-1	0	32
C[C@]12c3[nH]c4ccc(Cl)cc4c3CCN1C(=O)[C@@H](CC(=O)NCc1ccco1)C[C@@H]2C(=O)N1CCCCC1	19	-14	3	12	2	-26	0.0	3	x	7	13
NC(=O)COC(=O)c1cc(S(=O)(=O)N2CCN(c3ccccc3)CC2)ccc1Cl	11	5	6	8	-2	-12	2.2	3	1	-6	-1

The listing continues:
SMILES	MITF TRPM1 inh	KKLEB tox	CF NFkB block	EBV LMP1 NFkB	Shn3 3UTR inh	NR2E3 ag-1	hiPSC survival	HIF-2a inh	NR2E3 ag-2	TRAIL sens C8	Peg3 promoter
O=[N+]([O-])c1ccccc1S(=O)(=O)NCCSCc1ccco1	1	1	-20	3	-10	-2	-0.1	11	-2	-1	8
COc1ccc(OC)c(-n2c(-c3ccc(S(C)(=O)=O)cc3)cc(C=O)c2C)c1	2	4	-9	4	-11	-1	4.4	1	-1	3	9
COCCNC(=S)NCc1cccs1	-4	2	-15	-5	-9	-8	2.4	4	-3	-6	-9
O=C(COC(=O)c1cccnc1Cl)NC12CC3CC(CC(C3)C1)C2	1	-25	13	7	-1	19	6.0	0	x	-1	11
N#Cc1ccc(-c2ccc(F)cc2)nc1Oc1ccccc1	-1	-30	16	5	-1	13	-1.0	18	-1	16	26
N#Cc1ccc(OCC(=O)Nc2ccncc2)cc1	7	-2	5	1	5	-11	-0.5	-6	0	-3	14
Cc1onc(-c2c(Cl)cccc2Cl)c1C(=O)N1CCN(Cc2ccccc2)CC1	-5	4	-2	-5	-4	-18	1.1	12	-1	-11	23
CCOC(=O)c1n[nH]n2c1nc(=O)c1ccccc12	-3	2	-4	-1	-12	1	1.9	-12	x	-19	-12
CC1CCc2cc(F)ccc2N1C(=O)CCC(=O)O (stereo unspecified)	8	-20	-8	4	10	-2	7.9	12	4	-6	16
CCOC(=O)c1sc(NC(=S)NC(=O)C2CC2)cc1C	-7	-2	8	-7	-2	-34	-0.3	-60	10	1	-48
COc1ccc2nccc(C(N)=O)c2c1	2	0	13	0	7	1	0.2	13	-3	-5	1
CC1CCN(C(=O)CCN2C(=O)C3C4C=CC(C4)C3C2=O)CC1 (stereo unspecified)	-5	8	-8	-4	-1	-11	-0.2	12	0	16	8
COc1ccc(CCNC(=O)C2CCCN(S(=O)(=O)c3cnc[nH]3)C2)cc1OC (stereo unspecified)	-3	-5	11	-2	-9	-17	-0.9	-1	2	-4	-7
COc1ccc(C(=O)NCc2oc(-c3ccccc3)cc2C(=O)O)cc1	-1	22	-20	5	1	1	1.7	15	1	-2	18
COc1cc(C(=O)NNC(=O)/C=C/c2ccccc2)cc(OC)c1OC	0	3	-6	-17	11	19	4.8	20	x	25	3

Profiles from above.
CC1CCc2cc(F)ccc2N1C(=O)CCC(=O)O (stereo unspecified) as listed: MITF TRPM1 inh = 8; KKLEB tox = -20; CF NFkB block = -8; EBV LMP1 NFkB = 4; Shn3 3UTR inh = 10; NR2E3 ag-1 = -2; hiPSC survival = 7.9; HIF-2a inh = 12; NR2E3 ag-2 = 4; TRAIL sens C8 = -6; Peg3 promoter = 16
N#Cc1ccc(-c2ccc(F)cc2)nc1Oc1ccccc1 as listed: MITF TRPM1 inh = -1; KKLEB tox = -30; CF NFkB block = 16; EBV LMP1 NFkB = 5; Shn3 3UTR inh = -1; NR2E3 ag-1 = 13; hiPSC survival = -1.0; HIF-2a inh = 18; NR2E3 ag-2 = -1; TRAIL sens C8 = 16; Peg3 promoter = 26

Other entries.
SMILES	MITF TRPM1 inh	KKLEB tox	CF NFkB block	EBV LMP1 NFkB	Shn3 3UTR inh	NR2E3 ag-1	hiPSC survival	HIF-2a inh	NR2E3 ag-2	TRAIL sens C8	Peg3 promoter
COc1cc([N+](=O)[O-])ccc1-c1ccc(/C=C2\C(=O)ON=C2c2ccccc2)o1	90*	-25	87*	17	36	-14	-0.1	9	x	-8	103*
COC(=O)c1cn(C(=O)c2ccccc2Cl)c2ccccc12	-15	-11	-11	3	-3	-9	-0.3	11	-2	9	17
CC(=O)c1c(C)nc(-c2ccc(OCC(=O)Nc3ccccc3)cc2)n1O	1	-1	1	-66	10	-5	-0.1	-6	1	-14	-7
CCC(N)C12CC3CC(CC(O)(C3)C1)C2 (stereo unspecified)	-3	-3	2	-1	0	5	1.5	2	0	-14	3
CN(C)S(=O)(=O)N1CCN(c2cc(Cl)ccc2Cl)CC1	4	-10	13	-2	3	-11	1.1	4	0	1	6
COc1ccc(/C=C/C(=O)NC(=S)NNC(=O)Cc2cccs2)cc1OC	9	-11	7	-14	30	3	-1.7	19	4	10	11
CCC(C)NC(=O)CNC(=O)Cn1c(C)cc2ccccc2c1=O (stereo unspecified)	2	2	-4	11	6	7	-0.4	16	1	1	20
CCN(CCNC(=O)C1CCCN(c2ncnc3c2nc2n3CCCCC2)C1)Cc1ccccc1 (stereo unspecified)	12	-3	22	2	5	9	3.7	7	-6	7	6
CCO[C@@H]1OC(C(=O)O)=C[C@H](c2csc3ccccc23)[C@H]1CCCO	-3	10	-11	0	2	4	-1.9	6	1	11	1
O=C1C2CC=CCC2C(=O)N1c1ccc(NCCc2ccc(Cl)cc2)c([N+](=O)[O-])c1 (stereo unspecified)	0	2	6	-17	28	-44	1.2	9	-1	6	17
O=C(Nc1ccccc1F)n1ncc2cc(Cl)ccc21	x	3	2	-8	-4	-8	0.8	-40	-4	13	-88
Cc1cc(Br)c(Cl)cc1NC(=O)CN1C(=O)C2C3CC(c4ccccc4)C(C3)C2C1=O (stereo unspecified)	14	-18	9	-30	28	-58	2.6	4	3	12	33
COc1ccc(C(=O)NCC(=O)OCC(=O)c2c(C)[nH]c3ccccc23)cc1OC	12	4	-14	6	0	-5	1.7	8	x	-12	-10
Cc1ccccc1CNC(=O)C(=O)NCC1CCCN1S(=O)(=O)c1cccs1 (stereo unspecified)	-1	-11	12	-3	4	-21	-0.4	11	x	-8	14
Cc1ccccc1CC(=O)Nc1ccc2c(c1)c(=O)n(C)n2-c1ccccc1F	x	-8	-4	x	1	-5	-1.1	-8	x	-5	8
CC(C)(C)c1ccc(C(=O)CCC(=O)OCC(=O)NCCc2ccc(S(N)(=O)=O)cc2)cc1	7	7	17	-4	14	-12	1.1	16	0	11	1
O=C(N1CCN(c2ccccc2F)CC1)C12CC3CC(CC(C3)C1)C2	1	1	9	1	3	-8	0.6	27	-1	-9	10
CNS(=O)(=O)c1cccc(C(=O)OCC(=O)N2CC(C)OC(C)C2)c1 (stereo unspecified)	-3	12	-10	12	8	-23	-0.4	9	3	-3	18
COc1ccc(OC)c2c(C)cc(N3CCCCCC3)nc12	5	-1	5	12	-18	11	-0.5	5	x	-15	9
